# HEK293 tox = cytotoxicity in counter-screen for GLP-1R inverse agonists; HEK293 cAMP-luciferase reporter cells, luminescence, 24 h; Potency, µM (series often up to 38.3 µM), for the others: at the highest dose activity change, negative = inhibition, usual class: inhibitors; 410,000 tested, 0.13% active;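 further: loss of luciferase light is scored as toxicity; potency means the concentration at half of the fitted maximal effect; on the % scale 0 is the no-effect control and ±100 the full control effect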
#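 To flag toxic compounds, the library was rerun on cells for 24 hr at 37 deg C and 5% CO2. Viability-linked luminescence was captured 12 min after adding luciferase detection reagent.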
# IL2 activator = activates IL-2 in a cell-based reporter assay; 360,000 tested, 0.065% active; IL-2 activation reporter assay, cell-based qHTS; stimulated with anti-CD3/CD4/CD28 beads; in transgenic mouse T cells; activation, % (series mostly up to about 46 µM); in the data active means activation above about 50%; inconclusive means mostly about 30% to 49%; further: 0% is about no effect
#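 Screening format: compound pinned onto unstimulated transgenic mouse T cells, 60 min incubation, then anti-CD3/anti-CD4/anti-CD28 bead stimulation for 18 hours at 37 degrees C, followed by EGFP and DsRed detection.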
# PLK1 PBD block = blocks phosphopeptide binding to human PLK1 polo-box domain; P53350; Plk1 PBD binding of FITC phosphopeptide, fluorescence polarization; Potency, µM, without a hit: max response, negative = inhibition, hits mostly inhibitors; 360,000 tested, 2.8% active; further: potency means the concentration at half of the fitted maximal effect; series mostly up to about 57 µM; on the % scale 0 is the no-effect control and ±100 the full control effect; nearly all actives have a fitted effect of over 65% in size
# WRN helicase inh = blocks human WRN helicase. WRN helicase unwinding, fluorescent forked duplex, kinetic. Potency, µM (series often up to 114 µM), for inactives: at the top dose activity change, negative = inhibition, most hits filed as inhibitors. 360,000 tested, 0.46% active. AID 651768; further: potency means the concentration at half of the fitted maximal effect; on the % scale 0 is the no-effect control and ±100 the full control effect; nearly all actives have a fitted effect of over 55% in size
#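 Fluorescence dequenching readout, ex 525 nm/em 598 nm, kinetic mode: forked duplex DNA (100 nM final) with adjacent fluorophore and quencher unwound by WRN (20 nM final) with 2 mM ATP. Compound preincubation 15 min, room temperature.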
# PI5P4K alpha inh = PI5P4K alpha (human) kinase inhibition; max response, %; P48426; 330,000 tested, 1.2% active; PI5P4Kalpha enzyme, ADP-Glo luminescence, 60 min; active compounds read low; active means max response of -50% or lower; inconclusive means between -30% and -50%; inactive means -30% or higher; further: value at the top dose of about 77 µM; on the % scale 0 is the no-effect control and ±100 the full control effect
# Target sequence (P48426 whole entry, looked up): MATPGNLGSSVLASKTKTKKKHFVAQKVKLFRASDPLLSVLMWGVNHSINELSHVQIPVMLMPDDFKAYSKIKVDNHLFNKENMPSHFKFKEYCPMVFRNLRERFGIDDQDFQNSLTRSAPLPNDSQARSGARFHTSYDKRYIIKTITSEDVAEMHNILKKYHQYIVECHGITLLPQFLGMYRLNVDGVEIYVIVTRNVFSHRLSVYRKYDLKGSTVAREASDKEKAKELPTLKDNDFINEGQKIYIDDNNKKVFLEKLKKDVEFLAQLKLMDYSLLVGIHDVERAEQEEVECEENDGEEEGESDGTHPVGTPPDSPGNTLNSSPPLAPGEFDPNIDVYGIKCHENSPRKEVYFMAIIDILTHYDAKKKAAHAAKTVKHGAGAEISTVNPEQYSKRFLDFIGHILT
#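 Controls without substrate or without enzyme flank wells where PI5P4Kalpha converts substrate using 5 microM ATP (final). Incubation lasts 60 minutes at room temperature; ADP formed is read by ADP-Glo luminescence.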
# DRD3 agonist = D3 dopamine receptor (human) agonism; P35462; D3R DiscoveRx beta-arrestin cells, luminescence, 90 min; max activation, %; 410,000 tested, 0.58% active; in the data active means max activation above about 30%; further: 0% is about no effect; mostly tested at two doses, the higher about 12 µM
# Target sequence (P35462 whole entry, looked up): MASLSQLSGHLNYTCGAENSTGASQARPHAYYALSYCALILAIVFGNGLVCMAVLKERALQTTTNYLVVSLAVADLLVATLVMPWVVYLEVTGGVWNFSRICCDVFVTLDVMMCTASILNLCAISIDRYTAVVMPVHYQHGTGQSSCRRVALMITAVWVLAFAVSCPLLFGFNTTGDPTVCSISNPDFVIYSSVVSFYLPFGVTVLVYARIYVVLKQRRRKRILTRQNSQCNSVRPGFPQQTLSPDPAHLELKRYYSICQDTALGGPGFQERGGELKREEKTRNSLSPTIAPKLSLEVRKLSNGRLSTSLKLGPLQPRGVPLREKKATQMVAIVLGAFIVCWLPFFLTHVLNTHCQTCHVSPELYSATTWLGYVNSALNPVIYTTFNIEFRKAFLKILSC
#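 Cells at 1500/well, incubated overnight, then treated with pinned compounds (dopamine as control) for 90 min at 37 degrees C. DiscoveRx reagent added for 30 - 60 minutes at room temperature; luminescence read.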
# GLP1R inv ag = acts as inverse agonist at human GLP-1 receptor. P43220. HEK293 GLP-1R CRE-luciferase, luminescence, 24 h; GLP-1R form is constitutively active. Potency, µM (series often up to 38.3 µM), for inactives: at the top dose activity change, negative = inhibition, actives largely listed as inhibitors. 410,000 tested, 1.6% active; further: potency means the concentration at half of the fitted maximal effect; on the % scale 0 is the no-effect control and ±100 the full control effect; nearly all actives have a fitted effect of over 55% in size
#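 qHTS in 1536-well format: reporter HEK293 cells expressing constitutive GLP-1R activity in DMEM + 10% Nu serum, 24 hr with compounds at 37 deg C, luminescence read after 12 min with detection reagent.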
# D3 antag = antagonists of human D3 dopamine receptor; 360,000 tested, 2.5% active; P35462; max response, negative = inhibition, %; D3R cells, DiscoveRx beta-arrestin luminescence, antagonist mode; active compounds read low; AID 652054; in the data active means max response below about -50%; inconclusive means no clear call, values can overlap the other calls; further: on the % scale 0 is the no-effect control and ±100 the full control effect; mostly tested at two doses, the higher about 12 µM
#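 Cells expressing the human receptor were seeded at 1500 cells/well, incubated overnight at 37 degrees C in 5% CO2, then exposed to library compounds with dopamine controls for 90 minutes at 37 degrees C before luminescent detection.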
# GLP-1R agonist = GLP-1 receptor (human) agonism; HEK293 GLP-1R CRE-luciferase, luminescence, 4-6 h; cells express a hypersensitive GLP-1R form; P43220; Potency, µM (doses to about 45.6 µM), inactives show at the highest dose activation, most hits filed as activators; AID 624172; 380,000 tested, 0.007% active; further: potency means the concentration at half of the fitted maximal effect; % of control where 0% means no effect
# Active calls of the source: *; u = inconclusive; x = no result given; [ ] = dose if it differs, or a comment. Unless noted, the call rests on the fitted dose curve; in most records, active means well fitted curve in the direction sought with a large enough effect; inconclusive means small, poorly fitted or top-dose-only effect, or another doubt; inactive means no such curve, though single readings can be large; an effect the other way counts as inactive or inconclusive.
1. CC(C(=O)NCc1ccco1)n1cc(C(=O)c2ccco2)c2ccccc21 (stereo unspecified)
2. N#Cc1cccc(NC(=O)COC(=O)c2ccccc2Sc2ccccc2C#N)c1
3. C/C(=C1\SC(N2CCOCC2)=NC1=O)c1ccc(C)cc1
4. CCOc1cc(N2CCOCC2)c(OCC)cc1NC(=O)CN1CCC(Cc2ccccc2)CC1
5. N#Cc1cnn(-c2nc3sc4c(c3c(=O)[nH]2)CCCC4)c1N
6. Cc1cc(Cl)ccc1NC(=O)CN1C(=O)C(=O)N(C2CCCC2)C1=O
Compound,1,2,3,4,5,6
HEK293 tox,-3%,-22%,-18%,-8%,1%,-7%
IL2 activator,-0.4,-0.9,-0.1,-0.2,1.3,0.4
PLK1 PBD block,-6%,-2%,-5%,-12%,-17%,-9%
WRN helicase inh,-4%,-5%,-3%,-10%,-11%,3%
PI5P4K alpha inh,1,0,-1,2,u,-2
DRD3 agonist,-6,-3,-13,9,-1,1
GLP1R inv ag,-24%,9%,9%,u,1%,-21%
D3 antag,9,0,17,14,u,2
GLP-1R agonist,7%,1%,2%,2%,-3%,8%

7. COC(=O)c1c(C)oc(C)c1S(=O)(=O)NCc1ccco1
8. Cc1ccc(C)c(CN2C(=O)COc3ccc(C(=O)c4ccccc4C(=O)O)cc32)c1
9. CC(C(=O)NCc1ccco1)n1ccc2cc(S(=O)(=O)N3CCCCC3)ccc21 (stereo unspecified)
10. O=C(OCc1ccccc1)N(CCCCN(CCCNCc1ccccc1)C(=O)OCc1ccccc1)CCCNCc1ccccc1
11. CC1=C(C(=O)OC(C)C)C(c2ccccn2)n2ncnc2N1 (stereo unspecified)
12. Cc1cc(=O)n(C)c(=O)n1CCCCCCOc1cccc([N+](=O)[O-])c1
Compound,7,8,9,10,11,12
HEK293 tox,6%,-21%,-7%,u,-6%,-13%
IL2 activator,-0.9,0.7,-3.3,1.0,-0.4,-0.7
PLK1 PBD block,-14%,6%,-1%,-6%,1%,-2%
WRN helicase inh,4%,-6%,-3%,-4%,-5%,-4%
PI5P4K alpha inh,-4,-10,0,-13,-4,3
DRD3 agonist,-3,-13,3,-9,0,2
GLP1R inv ag,3%,u,u,2.8µM*,2%,1%
D3 antag,49,9,1,-28,-12,60
GLP-1R agonist,3%,10%,5%,-5%,4%,29%

13. Cc1ccc(-n2ncc3ccccc3c2=O)cc1Cl
14. Cc1noc(NS(=O)(=O)c2ccc(NC(=O)c3cccc(S(=O)(=O)Nc4ccccc4F)c3)cc2)c1C
15. COc1cc(C(=O)C(=O)c2ccc(O)c(OC)c2)ccc1O
16. CC1(C(=O)NS(=O)(=O)c2ccccc2)CCN1C(=O)C/C=C/c1ccccc1 (stereo unspecified)
17. CCSc1nnc(NC(=O)CCNS(=O)(=O)c2cc(Br)cnc2N)s1
18. Cc1nn(-c2ccc(F)cc2)c(Cl)c1/C=N/NC(=O)c1cccs1
Compound,13,14,15,16,17,18
HEK293 tox,5%,2%,16%,3%,-15%,-29%
IL2 activator,0.1,1.3,0.6,0.0,-1.3,0.7
PLK1 PBD block,-2%,-5%,1%,-21%,-3%,0%
WRN helicase inh,7%,-30%,1%,-2%,2%,-13%
PI5P4K alpha inh,0,-11,1,-1,-1,-6
DRD3 agonist,-2,6,-3,-3,2,-7
GLP1R inv ag,2%,24%,7%,10%,u,-4%
D3 antag,2,18,2,-9,26,-22
GLP-1R agonist,3%,-5%,1%,-6%,-4%,5%

19. Cc1ccc(C(=O)NNC(=O)c2ccccc2OCc2c(C)noc2C)cc1
20. CCCNC(=O)CN(c1cccc(F)c1)S(C)(=O)=O
21. Cc1ccc(/C=C/c2onc(C)c2S(=O)(=O)N2CCC(C(=O)N3CCN(c4cccc(C)c4)C(C)C3)CC2)cc1 (stereo unspecified)
22. O=C(/C=C/c1cccnc1)c1ccccc1O
23. O=C(CCNS(=O)(=O)c1ccc(Br)cc1)NC1CCC(O)CC1 (stereo unspecified)
24. CC(C)NC(=O)Cn1c(=O)c2c(ncn2Cc2ccccc2)n(Cc2ccccc2)c1=O
Compound,19,20,21,22,23,24
HEK293 tox,12%,0%,-6%,21%,-1%,7%
IL2 activator,0.4,-0.9,x,-1.2,-0.7,0.9
PLK1 PBD block,0%,1%,x,-21%,-6%,0%
WRN helicase inh,-12%,-1%,x,-1%,-2%,-2%
PI5P4K alpha inh,1,1,x,4,0,x
DRD3 agonist,-3,9,3,-3,1,8
GLP1R inv ag,30%,16%,1%,13%,-5%,5%
D3 antag,22,17,x,0,8,4
GLP-1R agonist,10%,0%,-1%,-5%,-1%,-11%

25. COC(=O)CCCC[C@@H]1O[C@H](CCc2ccccc2)Cc2[nH]c(=S)[nH]c(=O)c21
26. Cc1c(N2C(=O)c3ccc(Br)cc3C2=O)c(=O)n(-c2ccccc2)n1C
27. O=C(Nc1nncs1)c1ccc(N2C(=O)C3C4C=CC(C4)C3C2=O)cc1 (stereo unspecified)
28. Cc1cc(C)n2nc(C(=O)N/N=C/c3ccccc3C)nc2n1
29. C/C(=N\NC(=O)c1nnn(-c2nonc2N)c1CN(C)c1ccccc1)c1cccc(O)c1
30. OCC[C@H]1C[C@@H](O)[C@H](O)[C@]2(Cc3ccccc3CO2)O1
Compound,25,26,27,28,29,30
HEK293 tox,-2%,-8%,1%,u,-13%,2%
IL2 activator,0.0,0.8,-0.6,0.9,-4.9,-0.3
PLK1 PBD block,-8%,0%,-3%,-7%,-10%,-7%
WRN helicase inh,-9%,-1%,8%,0%,-7%,0%
PI5P4K alpha inh,-3,0,x,2,38,-1
DRD3 agonist,7,-10,4,-3,-5,-3
GLP1R inv ag,20%,-4%,6%,17%,u,18%
D3 antag,1,-6,16,18,-14,-20
GLP-1R agonist,17%,-3%,3%,1%,1%,-2%

31. Cc1nnc2ccc(-c3cccc(NS(=O)(=O)c4ccccc4Cl)c3)nn12
32. CN1C(=O)c2cccc(NCCCN3C(=O)c4ccccc4C3=O)c2C1=O
33. O=C(NC1CC1)C1=C[C@@H](c2coc3ccccc3c2=O)C[C@@H](OCCCCO)O1
34. Cc1cc([N+](=O)[O-])ccc1NC(=O)CSc1nccn1C
35. CCN(CC(=O)N1CCOCC1)S(=O)(=O)c1ccc(C)cc1
36. Cc1cc(=O)oc(C)c1C(=O)Nc1c(C)n(C)n(-c2ccccc2)c1=O
Compound,31,32,33,34,35,36
HEK293 tox,6%,61%[activator],2%,4%,9%,23%
IL2 activator,-0.2,18,-0.2,x,-0.4,-2.3
PLK1 PBD block,-16%,-4%,-9%,x,-10%,-10%
WRN helicase inh,u,-7%,0%,x,-17%,6%
PI5P4K alpha inh,4,x,-13,x,-6,-1
DRD3 agonist,2,-9,-15,-8,-6,-4
GLP1R inv ag,144%[activator],-7%,-2%,11%,8%,11%
D3 antag,3,-23,-20,x,-25,0
GLP-1R agonist,23%,-4%,-5%,7%,0%,-1%

# Exported with each value named: part of the list above
33	O=C(NC1CC1)C1=C[C@@H](c2coc3ccccc3c2=O)C[C@@H](OCCCCO)O1
  HEK293 tox: 2%
  IL2 activator: -0.2
  PLK1 PBD block: -9%
  WRN helicase inh: 0%
  PI5P4K alpha inh: -13
  DRD3 agonist: -15
  GLP1R inv ag: -2%
  D3 antag: -20
  GLP-1R agonist: -5%
34	Cc1cc([N+](=O)[O-])ccc1NC(=O)CSc1nccn1C
  HEK293 tox: 4%
  IL2 activator: x
  PLK1 PBD block: x
  WRN helicase inh: x
  PI5P4K alpha inh: x
  DRD3 agonist: -8
  GLP1R inv ag: 11%
  D3 antag: x
  GLP-1R agonist: 7%
35	CCN(CC(=O)N1CCOCC1)S(=O)(=O)c1ccc(C)cc1
  HEK293 tox: 9%
  IL2 activator: -0.4
  PLK1 PBD block: -10%
  WRN helicase inh: -17%
  PI5P4K alpha inh: -6
  DRD3 agonist: -6
  GLP1R inv ag: 8%
  D3 antag: -25
  GLP-1R agonist: 0%
36	Cc1cc(=O)oc(C)c1C(=O)Nc1c(C)n(C)n(-c2ccccc2)c1=O
  HEK293 tox: 23%
  IL2 activator: -2.3
  PLK1 PBD block: -10%
  WRN helicase inh: 6%
  PI5P4K alpha inh: -1
  DRD3 agonist: -4
  GLP1R inv ag: 11%
  D3 antag: 0
  GLP-1R agonist: -1%

# Remaining list, next part.
37. CCOC(=O)C1CCN(C(=O)COc2ccc(S(=O)(=O)N3CCOCC3)cc2)CC1
38. COC(=O)c1cccc(NC(=O)Cn2nnc3ccccc32)c1
39. NC(=O)C1CCN(C(=O)Nc2csc3ccccc23)CC1
40. O=C(O)CCC(=O)Nc1ccc(Br)cc1C(=O)c1ccccc1
41. COc1ccccc1NC(=O)NCC1CC1(Cl)Cl (stereo unspecified)
42. COc1cccc2cc(-c3nnc(-c4ccccc4)o3)c(=O)oc12
43. CCOC(=O)C1(Cc2ccccc2C(F)(F)F)CCN(C(C)CSC)CC1 (stereo unspecified)
44. COCCn1nnnc1C(c1cc2cc(OC)ccc2[nH]c1=O)N1CCC(Cc2ccccc2)CC1 (stereo unspecified)
45. S=c1[nH]nc(C2CCCCC2)n1/N=C/c1ccc(Cl)cc1
Compound,37,38,39,40,41,42,43,44,45
HEK293 tox,4%,-6%,5%,-10%,10%,28%,-12%,u,-12%
IL2 activator,-0.5,0.3,0.3,-0.9,0.3,-2.5,0.8,-2.1,-0.3
PLK1 PBD block,-5%,-9%,-4%,5%,-16%,-5%,-9%,-3%,30µM*
WRN helicase inh,-11%,-9%,6%,1%,6%,-6%,-8%,-7%,4%
PI5P4K alpha inh,1,-2,2,-2,-6,0,0,-6,5
DRD3 agonist,-5,-10,2,10,-14,-4,-11,2,-7
GLP1R inv ag,-6%,0%,-3%,-5%,-3%,2%,u,u,-17%
D3 antag,0,0,-7,0,-9,15,-54*,11,-29
GLP-1R agonist,1%,-6%,1%,-3%,12%,2%,7%,0%,15%

# High-throughput results: PubChem BioAssay, National Center for Advancing Translational Sciences (NCATS)
